ASM inhibitor = Inhibitors of Secretory Acid Sphingomyelinase (S-ASM): qHTS | placental ASM, HMU-PC fluorogenic substrate, 60 min | Potency, µM (titrated, usually from 57.5 µM), inactives show top-dose activity change, negative = inhibition, actives largely listed as inhibitors | hit rate 0.006% among 340,000 | AID 504937, 2011; further: potency means the concentration at half of the fitted maximal effect
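Fluorogenic HMU-PC substrate (9 uM final) is turned over by placental ASM in 60 min at 37 C after a 10 min compound preincubation. Reaction ended by alkaline stop (pH 10), with fluorescence read at 386/447 nm.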
Mito fusion yeast = qHTS Assay for Small Molecule Inhibitors of Mitochondrial Division or Activators of Mitochondrial Fusion | hit rate 0.23% among 320,000 | S. cerevisiae fusion-defective mutant growth rescue, CellTiterGlo 48 h | Potency, µM (doses to about 46.1 µM), without a hit: at the highest dose growth rescue (activation), hits mostly activators;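 further: potency means the concentration at half of the fitted maximal effect; % of control where 0% means no effect; nearly all actives have a fitted effect of over 45% in size; temperature-sensitive fusion mutants such as fzo1-1 at 37 °C on non-fermentable ethanol glycerol medium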
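Growth-rescue viability read-out: after 48 h at the non-permissive 37C in glycerol/ethanol YPEG, yeast mitochondrial fusion mutants are measured by CellTiterGlo luminescence; compounds (23 nl pinned per well) restoring growth score as division inhibitors or fusion activators.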
TSHR antag = Antagonists of the Thyroid Stimulating Hormone Receptor: HTS campaign; activity change, negative = inhibition, % at 11.5 µM; hit rate 0.2% among 330,000; TSHR-expressing cells, TSH-stimulated cAMP HTRF, 2 h; stronger effect = lower value;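 active means activity change below a set negative limit, meaning inhibition stronger than a set level, cut at about -70% in these data; inconclusive means activity change between two set negative limits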; further: on the % scale 0 is the no-effect control and ±100 the full control effect
Target sequence (P16473 whole entry, looked up): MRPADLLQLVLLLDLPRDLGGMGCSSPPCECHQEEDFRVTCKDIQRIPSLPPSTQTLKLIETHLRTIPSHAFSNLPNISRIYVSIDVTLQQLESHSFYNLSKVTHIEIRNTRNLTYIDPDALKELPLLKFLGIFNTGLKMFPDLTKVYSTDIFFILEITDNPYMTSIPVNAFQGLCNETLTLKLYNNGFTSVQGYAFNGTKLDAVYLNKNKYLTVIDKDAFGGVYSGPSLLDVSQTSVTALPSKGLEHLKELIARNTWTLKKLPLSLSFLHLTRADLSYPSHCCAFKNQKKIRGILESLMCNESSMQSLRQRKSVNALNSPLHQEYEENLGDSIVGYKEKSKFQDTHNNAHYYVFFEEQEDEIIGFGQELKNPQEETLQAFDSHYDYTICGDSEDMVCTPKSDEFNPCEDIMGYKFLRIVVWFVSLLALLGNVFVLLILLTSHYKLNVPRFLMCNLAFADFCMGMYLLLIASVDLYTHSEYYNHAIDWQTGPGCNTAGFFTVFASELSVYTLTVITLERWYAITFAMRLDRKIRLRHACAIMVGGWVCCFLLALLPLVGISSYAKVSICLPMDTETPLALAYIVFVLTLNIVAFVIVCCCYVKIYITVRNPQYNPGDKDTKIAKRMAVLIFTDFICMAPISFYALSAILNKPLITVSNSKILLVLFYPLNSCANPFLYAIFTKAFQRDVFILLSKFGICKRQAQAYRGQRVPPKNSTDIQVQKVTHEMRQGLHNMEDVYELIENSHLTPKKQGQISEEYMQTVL
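Inhibition of cAMP made by TSHR-expressing cells under TSH stimulation (4nM final, EC80; 2 h, 37 deg C) is quantified with a one-step lysis HTRF kit, anti-cAMP cryptate versus cAMP-d2.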
TSG101-PTAP inh = qHTS Assay for Iinhibitors of HIV-1 Budding by Blocking the Interaction of PTAP/TSG101; Tumor susceptibility gene 101 protein (Homo sapiens), Q99816; Fluorescence polarization, FITC-PTAP peptide / Tsg101 binding; Potency, µM (titrated, usually from 115 µM), for inactives: top-dose activity change, negative = inhibition, hits mostly inhibitors; 340,000 tested, under 10 active; AID 493005, 2010; active means well fitted inhibition curve with a large enough effect in the main read-out, with a control signal flat, not every such curve was filed as active; inconclusive means small, poorly fitted or top-dose-only effect, or effect the other way, or a change in a side signal; inactive means no such curve, though single readings can be large or run the other way; further: potency means the concentration at half of the fitted maximal effect; % of control where 0% means no effect
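Tsg101 binding domain (10 uM final) was mixed with compound and a FITC-labeled PTAP peptide (50 nM final) in HEPES pH 7.5 buffer with NaCl, Tween 20, EDTA and TCEP; fluorescence polarization was read after 20 min at r.t.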
MBNL1-CUG inh = qHTS Assay for Inhibitors of MBNL1-poly(CUG) RNA binding; Muscleblind-like protein 1 (Homo sapiens), Q9NR56; Potency, µM (highest dose often 57.5 µM), for the others: at the top dose activity change, negative = inhibition, most hits filed as inhibitors; hit rate 0.036% among 280,000; AID 2675, 2010; TR-FRET MBNL1-His/biotin-(CUG)12 binding, 665/545 ratio; active means well fitted inhibition curve with a large enough effect in the signal ratio, with a control signal flat, not every such curve was filed as active; inconclusive means small, poorly fitted or top-dose-only effect, or effect the other way, or a change in a side signal; inactive means no such curve, though single readings can be large or run the other way; the % refers to the signal ratio; further: potency means the concentration at half of the fitted maximal effect; on the % scale 0 is the no-effect control and ±100 the full control effect
Target sequence (Q9NR56 whole entry, looked up): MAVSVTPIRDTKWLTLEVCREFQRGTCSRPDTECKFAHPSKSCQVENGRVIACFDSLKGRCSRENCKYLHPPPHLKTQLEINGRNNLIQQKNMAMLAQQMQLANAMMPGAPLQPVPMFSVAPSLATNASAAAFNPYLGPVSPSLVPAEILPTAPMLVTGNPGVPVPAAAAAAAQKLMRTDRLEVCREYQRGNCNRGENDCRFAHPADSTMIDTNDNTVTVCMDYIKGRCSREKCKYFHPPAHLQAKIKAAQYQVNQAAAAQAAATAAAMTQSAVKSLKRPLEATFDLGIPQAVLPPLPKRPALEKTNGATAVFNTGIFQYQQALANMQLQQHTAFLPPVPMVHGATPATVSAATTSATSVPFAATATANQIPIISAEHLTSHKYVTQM
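Inhibition of protein-RNA binding appears as loss of TR-FRET between terbium anti-His antibody on MBNL1-His and streptavidin-XL665 on biotin-(CUG)12. Activity is normalized to buffer-only and uninhibited-complex controls.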
MLL CXXC-DNA inh = qHTS Fluorescence Polarization Assay for Inhibitors of MLL CXXC domain - DNA interaction. Histone-lysine N-methyltransferase 2A (Homo sapiens), Q03164. MLL-CXXC / FITC-HOXA9 DNA fluorescence polarization. Potency, µM (highest dose often 115 µM), for the others: at the top dose activity change, negative = inhibition, most hits filed as inhibitors. hit rate 0.037% among 290,000. AID 2662, 2010; active means well fitted inhibition curve with a large enough effect in the polarisation, with a control signal flat, not every such curve was filed as active; inconclusive means small, poorly fitted or top-dose-only effect, or effect the other way, or a change in a side signal; inactive means no such curve, though single readings can be large or run the other way; the % refers to the polarisation; further: potency means the concentration at half of the fitted maximal effect
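Purified MLL-CXXC (added from a 7 uM solution) was preincubated 5 min at ambient with pinned compounds in 50 mM Tris-HCl pH 7.5, 50 mM NaCl, 1 mM DTT, 0.05% BSA. Fluorescein-labeled HOX-A9 DNA (50 nM solution) followed, 30 min, then polarization read.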
AT treatment = qHTS Assay for Identifying a Potential Treatment of Ataxia-Telangiectasia | […] A-T fibroblasts, KAP-1 phosphorylation AlphaLISA; neocarzinostatin DNA damage 30 min before lysis | AID 485349, 2010 | Potency, µM (titrated, usually from 57.5 µM), inactives show top-dose activation, actives largely listed as activators | hit rate 0.19% among 320,000; further: potency means the concentration at half of the fitted maximal effect; % of control where 0% means no effect; nearly all actives have a fitted effect of over 45% in size
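ATM-like activity read as KAP-1 phosphorylation via AlphaLISA donor/acceptor antibody pairs after lysis and 6 hr at 25C. Cells were ATM-null patient fibroblasts ([…], hTERT), dosed 60 min, then exposed to the DSB inducer NCS for 30 min.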
TCR act = Activators of T cell receptors: qHTS campaign; Potency, µM (highest dose often 9.22 µM), without a hit: top-dose activation of IL-2 secretion, actives largely listed as activators; 330,000 tested, under 10 active; primary human leukocytes, anti-CD3, IL-2 HTRF, 48 h; further: % of control where 0% means no effect
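Using a-CD3 beads without co-stimulation, primary human leukocytes were exposed to compounds for 48 hr. An HTRF IL-2 kit measured the cytokine, with europium-to-d2 energy transfer producing emission at 665nm upon 320nm excitation.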
Integrin act MD = qHTS for Activators of Integrin-Mediated Alleviation for Muscular Dystrophy; alpha7betagal myoblasts, beta-gal FDG fluorescence, 48 h; Potency, µM (doses to about 38.3 µM), inactives show at the top dose activation, most hits filed as activators; hit rate 0.064% among 350,000; AID 624291, 2012;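 further: potency means the concentration at half of the fitted maximal effect; 100% = response of the positive control SU9516; nearly all actives have a fitted effect of over 60% in size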
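Alpha7betagal+/- myoblasts (passage 13) were plated 16-24 hr, then exposed to compounds (1:260 dilution of DMSO stock) for 48 hours at 37C. After MPER lysis, β-galactosidase reporter activity was read as FDG fluorescence (ex 480/em 540) after 30 minutes.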
Menin MLL FP TR = qHTS Assay for Inhibitors Targeting the Menin-MLL Interaction in MLL Related Leukemias: Competition With Texas Red Labeled MLL-derived Mutant Peptide; hit rate 0.23% among 270,000; Menin + Texas Red MLL mutant peptide, fluorescence polarization; Potency, µM (doses to about 61.6 µM), for inactives: at the top dose FP activity change, negative = inhibition, most hits filed as inhibitors; O00255; AID 1768, 2009; active means well fitted inhibition curve with a large enough effect in the polarisation, with a control signal flat, not every such curve was filed as active; inconclusive means small, poorly fitted or top-dose-only effect, or effect the other way, or a change in a side signal; inactive means no such curve, though single readings can be large or run the other way; the % refers to the polarisation; further: potency means the concentration at half of the fitted maximal effect; % of control where 0% means no effect; many of its hits are not listed in these tables
Starred values were filed as active, the others as inactive; ? = inconclusive; . = no result given; & = joins results of further samples; [ ] = remark or other dose. Unless noted, the call rests on the fitted dose curve; in most records, active means well fitted curve in the direction sought with a large enough effect; inconclusive means small, poorly fitted or top-dose-only effect, or another doubt; inactive means no such curve, though single readings can be large; an effect the other way counts as inactive or inconclusive.

SMILES | ASM inhibitor | Mito fusion yeast | TSHR antag | TSG101-PTAP inh | MBNL1-CUG inh | MLL CXXC-DNA inh | AT treatment | TCR act | Integrin act MD | Menin MLL FP TR
Cc1nc(Nc2ccc(Cl)c(Cl)c2)sc1C(=O)Nc1ccccc1 | ? | ? | 1 | -8% | . | 11% | 9% | -10%[46.1 µM] | -39% | ?
COc1ccc(S(=O)(=O)Nc2ccc(-n3cnnn3)cc2)cc1Br | -1% | 1% | 3 | -3% | . | . | 10% | -5% | 0% | .
S=c1[nH]nc(C2CCCCC2)n1Cc1ccccc1 | 4% | 8% | 2 | -3% | -7% | 18% | 0% | -2% | 7% | ?
COc1ccc([C@@H]2[C@@H]3C(=O)N(C(C)(C)C)C(=O)[C@@H]3[C@]3(C)C(=O)N(c4cccc(Br)c4)C(=O)N23)cc1 | -6% | 4% | -10 | -5% | 3% | 4% | -5% | -4% | 0% | 52%[activator]
Cc1ccc(S(=O)(=O)Oc2ccccc2/C=N/N=C(N)N)cc1 | 6% | -13% | -5 | 0% | 18µM* | 9% | 0% | -1% | -63%[inhibitor] | -6%
COc1cc(OC)c(N(C)S(=O)(=O)c2cccc(C(=O)OCC(=O)c3c[nH]c4ccccc34)c2)cc1Cl | -6% | 0% | -28 | -4% | 6% | 14% | 4% | 3%[46.1 µM] | -26% | ?
CCN(CC(=O)Nc1ccc(NC(C)=O)cc1)C(=O)CCN1C(=O)c2cccc([N+](=O)[O-])c2C1=O | -2% | 0% | 14 | 0% | ? | 12% | 3% | -25% | 11% | .
COc1ccc2c(c1)oc(=O)c1cc(OC)ccc12 | 303%[activator] | 2% | 0 | -3% | 2% | -21% | 12% | 2% | -3% | 2%
Cc1ccc(CNC(=O)CN2C(=O)c3ccccc3S2(=O)=O)cc1 | 3% | -9% | -15 | -6% | -1% | -5% | -1% | 2% | 2% | -11%
Cc1[nH]c2ccccc2c1/C=C/c1nc2ccccc2c(=O)n1CCO | 39%[activator] | ? | 16 | ? | 6% | ? | -17% | 8% | 0% | ?
Cc1cc(C)c2c(-c3ccc(F)cc3)c(C#N)c(=O)n(C)c2n1 | 45% | 2% | -5 | 1% | 4% | 12% | 3% | 0% | 3% | -16%
O=C(CNS(=O)(=O)c1ccccc1F)NNC(=O)c1ccc(Br)cc1 | -4% | 2% | 6 | -2% | . | . | 2% | -15% | 8% | .
CCOC(=O)C1CCN(CC(=O)c2c(C)[nH]c3cc(C)ccc23)CC1 | 0% | -5% | -1 | 0% | 5% | 10% | 4% | -7% | -2% | -8%
CCCCNc1nc2ccccc2n1CC(=O)Nc1c(C)cccc1CC | 1% | -3% | -1 | -2% | -4% | -9% | 1% | -1%[46.1 µM] | ? | -1%
C=CCN1C(=O)C(Cc2ccccc2Cl)SC1=Nc1ccc(C(=O)O)cc1 (centres undefined) | 0% | 18% | -16 | -6% | -4% | -4% | -9% | 3% | ? | .
O=c1[nH]c(/C(Cl)=C/c2c(F)cccc2Cl)nc2cc(Cl)ccc12 | 3% | 2% | -25 | 1% | -15% | 13% | . | -6%[46.1 µM] | 6% | -9%
COC(C(=O)N/N=C(\C)CC(=O)Nc1ccc(N(C)C)cc1)c1ccccc1 (centres undefined) | 3% | -14% | -8 | -5% | 12% | 10% | -8% | -2% | -21% | 0%
Cc1ccc(NC(=O)N2CCC(NC(=O)c3ccccc3C)CC2)cc1 | 0% | 0% | 5 | -7% | -8% | 6% | 0% | -2% | -6% | 8%
Cc1ccccc1OCCn1c(=S)[nH]c2c(N)ncnc21 | 3% | 4% | -8 | -7% | -7% | 7% | 23% | -2% | 3% | 38%[activator]
NC(=O)CC(NC(=O)Cc1cccc2ccccc12)c1ccc(NCc2cc(F)ccc2F)c([N+](=O)[O-])c1 (centres undefined) | -7% | -3% | 7 | -7% | -9% | -4% | -14% | 6% | 3% | .
Cc1cc2nsnc2c(S(=O)(=O)NCC(=O)O)c1C | 4% | 1% | -4 | -8% | ? | 1% | 7% | . | 3% | 16%[11.7 µM]
COc1ccc(S(=O)(=O)N2CCN(C(=O)CN3C(=O)NC4(CCCC4)C3=O)CC2)cc1 | 5% | -2% | -4 | -3% | 4% | -2% | 5% | -8% | 1% | .
CC(NS(=O)(=O)c1ccccc1)C(=O)NCCc1ccccn1 (centres undefined) | -3% | -3% | -9 | -1% | -6% | -7% | ? | -9% | -34% | -14%
O=C(Cn1cnnn1)Nc1cccc([N+](=O)[O-])c1 | 4% | -15% | 6 | -3% | ? | -6% | 1% | . | ? | 0%
Cc1cccc(NC(=O)c2sc(Cl)nc2-c2ccccc2)c1 | -8% | 0% | -9 | -9% | ? | 1% | -9% | 1% | -24% | .
CNC(=O)c1[nH]cnc1C(=O)Nc1cccc(C)c1 | -1% | 1% | -29 | 0% | . | . | 4% | 2% | 10% | .
COc1ccc(C(=O)OCC[N+]2(C)CCCCC2)cc1 | 0% | -5% | 2 | -3% | 1% | -2% | 0% | 1% | 6% | -7%
O=C(Nc1n[nH]c(C(F)(F)F)n1)c1cccs1 | -1% | -2% | 1 | -1% | . | 180%[activator] | 4% | -6% | 17% | .
Cc1cccc(C)c1NC(=S)N1CCCN(Cc2ccc(F)cc2)C1 | 2% | -13% | 2 | 8% | -1% | 3% | 0% | 1% | -42% | 1%
CCCCNC(=O)N(CC)c1c(N)n(Cc2ccccc2)c(=O)[nH]c1=O | -5% | -2% | 15 | 1% | -7% | 0% | -4% | -14% | 1% | 0%
N#C/C(=C/c1cn[nH]c1-c1cccc(Br)c1)C(=O)O | 11% | 0% | -2 | -6% | . | 8% | -8% | -4% | 34% | .
O=C(Nc1ccc(F)cc1F)c1ccc2c(=O)n3c(nc2c1)CCC3 | 5% | -2% | -5 | 2% | . | . | -1% | -6% | 23% | .
Cc1nnc(SCC(=O)NC2CC2)n1CC1CCCO1 (centres undefined) | 2% | -5% | 9 | -2% | -9% | -1% | 1% | -5% | -22% | -9%
C#CCn1c(=NC(=O)CSC(C)=O)sc2cc(F)ccc21 | 2% | 0% | -30 | -4% | -9% | -6% | -1% | 4% | 0% | 20%
CC(C(=O)Nc1ccccc1)N(c1cccc(Cl)c1)S(C)(=O)=O (centres undefined) | 0% | -1% | 9 | -4% | -9% | 6% | 0% | -7% | 27% | 12%
NC(=O)C1CCN(CC(=O)c2c[nH]c3ccc(F)cc23)CC1 | 6% | -2% | 23 | -1% | -3% | -1% | 9% | 21% | 21% | -10%
COc1ccc(OCCCN(C)Cc2ccccc2)cc1 | -1% | -9% | -5 | -7% | 2% | 2% | 8% | 4% | 28% | -8%
O=c1c(O[C@@H]2O[C@H](CO)[C@@H](O)[C@H](O)[C@H]2O)c(-c2ccc(O)c(O)c2)oc2cc(O)cc(O)c12 | . | 3% | -3 | . | ? | 0% | . | . | . | 13%
CCOC(=O)c1cnc[nH]c1=O | -4% | . | . | -6% | . | . | . | 7% | 5% | .
O=C(Nc1cc(S(=O)(=O)N2CCCCC2)ccc1O)c1ccccc1NS(=O)(=O)c1ccc(F)cc1 | -6%&-14% | -4% | -36 | -4%&-1% | -5% | -5% | 3% | -4% | 6%&-4% | ?
Cc1ccc(-c2nnn(CC(=O)N3CCC(C)CC3)n2)o1 | 5% | 0% | 4 | -7% | -3% | 33%[activator] | -7% | -2% | -4% | -1%
CC(=O)Nc1c2c(nn1-c1cccc(Cl)c1)CS(=O)C2 (centres undefined) | 4% | 0% | 18 | -7% | -8% | -5% | 5% | 1% | 25% | 7%
CC(=O)C1=C(O)C(=O)N(c2ccc(O)cc2)C1c1ccccc1F (centres undefined) | -2% | -10% | -4 | -4% | 15% | -7% | -7% | -3% | 4% | -9%
Cc1ccc(N2CC3=C(C2=O)C(c2ccccc2)NC(=O)N3C)cc1 (centres undefined) | -1% | -2% | -10 | -3% | -3% | -17% | -2% | 1% | -4% | -10%

From PubChem BioAssay

Not all compounds are listed. The share of hits here may be higher or lower than overall.
